# Source: PubChem (several laboratories)
# TRPM1 prom inh: inhibitors of MITF-driven TRPM1 promoter in melanoma cells; SK-MEL-5 TRPM1 promoter luciferase, 24 h; inhibition, % at 12.5 µM; 330,000 compounds, 0.83% hits;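 active means mean inhibition across replicates of 60% or more, whatever share of single replicates reaches that level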; further: values of inactives mirror those of a sister screen read the other way
# CF NFkB inh: inhibitors of cystic fibrosis induced NF-kB; 360,000 compounds, 0.86% hits; AID 588850; KKLEB NF-kB-GFP reporter, PAF-induced, GFP fluorescence overnight; inhibition, % at 5 µM;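 active means at least 50% inhibition at 5 µM, scaled per plate between neutral and stimulator controls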;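 further: PAF is a Pseudomonas aeruginosa culture filtrate used as stimulus; plate controls were PAF-stimulated DMSO wells for no effect and unstimulated DMSO wells for full effect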
# aDG glyco act: alpha-DG glycosylation activation; Pro5-aDG cells, alpha-DG glycosylation AlphaScreen (IIH6); 0% Pro5, 100% B10-LARGE cell signal; activation, % at 10 µM; 360,000 compounds, 0.22% hits; AID 624168;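 active means activation of at least 8% versus controls, or a plate z-score of at least 8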;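 further: Pro5 are CHO cells carrying HIG-tagged alpha-DG that lacks glycosylation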
# iPSC survival up: increases survival of single human iPS cells | hiPSC single-cell survival, ATPlite luminescence; 100% = ROCK inhibitor wells, 0% = DMSO | 360,000 compounds, 0.044% hits | survival enhancement, % at 20 µM | AID 602274; in the data active means survival enhancement above about 18%;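 further: cells exposed to compounds for 16 hours before the ATP read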
# Shn3 3UTR inh: inhibitors of Schnurri-3 3'UTR reporter in osteoblasts | Clone20 osteoblast Shn3 3'UTR firefly luciferase, 24 h | inhibition, % at 12.5 µM | 360,000 compounds, 0.52% hits | AID 588674;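 active means mean inhibition of at least 75% with every replicate also reaching 75%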;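 further: 0% = median of neutral control wells and 100% = pilot-screen positive control compound; some compounds past the cut are filed as inactive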
# TWEAK-Fn14 inh: inhibitors of TWEAK-Fn14 interaction signaling; TWEAK-stimulated Fn14 reporter cells, luciferase luminescence, 8 h; 360,000 compounds, 2% hits; inhibition, % at 10 µM; AID 1159606; in the data active means inhibition above about 50%
# KKLEB tox: CF airway cell cytotoxicity counter-screen; activity change (cytotoxicity), % at 5 µM; KKLEB CF airway cells viability, ATPlite luminescence, overnight; hits give low values; cells stimulated with P. aeruginosa culture filtrate; 360,000 compounds, 0.36% hits;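 active means corrected activity change at or below -50% at 5 µM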
# NR2E3 ag-1: agonists of human nuclear receptor NR2E3; inhibition of corepressor binding, % at 4.78 µM; AID 2300; GST-NR2E3/biotin-RetCOR TR-FRET, 1536-well; 320,000 compounds, 0.12% hits;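 active means percent inhibition above the cutoff of mean plus 3 SD of all tested compounds, set per screening campaign, cut at about 20% in these data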;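 further: 0% = DMSO wells and 100% = biotin wells as full block of FRET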
# Target sequence (Q9Y5X4 whole entry, looked up): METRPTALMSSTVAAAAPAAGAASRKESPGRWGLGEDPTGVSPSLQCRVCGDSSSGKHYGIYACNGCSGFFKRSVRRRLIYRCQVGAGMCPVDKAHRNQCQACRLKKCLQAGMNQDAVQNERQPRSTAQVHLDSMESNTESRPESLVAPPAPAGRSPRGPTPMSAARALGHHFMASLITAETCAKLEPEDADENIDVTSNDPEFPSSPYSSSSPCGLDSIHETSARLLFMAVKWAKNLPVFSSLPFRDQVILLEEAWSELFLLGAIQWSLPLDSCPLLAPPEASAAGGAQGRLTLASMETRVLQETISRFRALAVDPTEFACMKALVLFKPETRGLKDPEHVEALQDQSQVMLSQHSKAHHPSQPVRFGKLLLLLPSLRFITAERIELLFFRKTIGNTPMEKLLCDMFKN
#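 Format: 1536-well format; test system: GST-NR2E3 and biotin-RetCOR proteins; read-out basis: percent inhibition of TR-FRET ratio; timing: 5 h incubation at 4 °C; detection: time-resolved FRET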
# NR2E3 ag-2: activates human NR2E3 receptor; Q9Y5X4; CHO-S Gal4-NCOR/VP16-NR2E3 two-hybrid, luciferase; inhibition of corepressor binding, % at 3.98 µM; 360,000 compounds, 0.35% hits; AID 602229;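 active means inhibition above the mean of all tested compounds plus 3 SD, cut at about 70% in these data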;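 further: 0% = DMSO with NR2E3 transfected cells and 100% = cells lacking NR2E3 construct; higher means lower luciferase signal from less NR2E3 corepressor binding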
# HIF-2a block: blocks HIF-2a reporter activity; 786-0 RCC cells HIF-2a reporter, luciferase luminescence, overnight; inhibition, % at 18.8 µM; 360,000 compounds, 0.72% hits; AID 624352;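 active means inhibition of the luminescence signal of 40% or more relative to plate controls, in a single-dose primary screen at 18.75 µM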
# Peg3 prom inh: reduces Peg3 promoter-driven luciferase expression in HeLa | HeLa PEG-Prom luciferase reporter, luminescence, overnight | inhibition, % at 20 µM | 360,000 compounds, 1.7% hits;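 active means inhibition of at least 50% at 20 µM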
# Numbers without * were called inactive; nt = not tested or not shown; & = joins results of further samples. A portion of the library; the hit share may differ from the screen's.
SMILES,TRPM1 prom inh,CF NFkB inh,aDG glyco act,iPSC survival up,Shn3 3UTR inh,TWEAK-Fn14 inh,KKLEB tox,NR2E3 ag-1,NR2E3 ag-2,HIF-2a block,Peg3 prom inh
Nc1c(C(=O)OC2CCCCC2)c2nc3ccccc3nc2n1CC1CCCO1 (configuration not stated),-6.6,-1.8,1.5,4.8,4.4,30.2,-12.2,-0.6,-11.1,-0.5,19.5
O=C(C1CC(c2ccc(Cl)c(Cl)c2)=NO1)N1CCC2(CC1)OCCO2 (configuration not stated),-113.9,-7.2,0.2,-1.9,-68.4,-29.9,9.9,-1.3,-73.3,-217.0,-265.8
COc1ccc(CCNCc2sccc2C)cc1,-4.4,-4.7,0.0,-0.3,-9.1,33.3,-0.9,0.3,5.4,-33.4,-8.7
COc1ccc(C2NCc3ccccc3-n3cccc32)cc1 (configuration not stated),-8.5,26.1,0.2,-0.3,3.7,-13.9,-18.3,1.6,3.1,-5.7,6.8
Cc1ccc2c(c1)N(N=O)CCC2,-3.3,17.1,0.0,0.1,1.7,15.7,-8.7,-0.1,13.9,12.8,6.7
COc1cc(/C=C/C(=O)c2c(O)n(CCc3ccccc3)c(=O)[nH]c2=O)ccc1O,4.9,-4.3,-0.1,-1.8,-5.0,12.1,2.9,3.8,-16.3,-6.4,-32.5
COC(=O)C1=C(c2ccccc2OCc2ccccc2)C[C@@H]2CC[C@H]1N2C(=O)NC1CCN(Cc2ccccc2)CC1,-9.5,8.0,1.4,-2.3,-0.6,8.4,-3.9,3.1,4.1,1.0,16.7
C/C(=N\N(C)c1ccccc1)c1c(O)[nH]c(=O)[nH]c1=O,0.9,11.3,0.2,-0.2,15.6,3.3,-8.7,-1.1,5.0,14.8,16.3
COC(=O)C1=C(c2ccc(C(C)=O)cc2)C[C@@H]2CC[C@H]1N2C(=O)N1CCCCC1,5.5,9.0,-0.1,-0.5,2.0,10.6,2.3,1.9,3.5,8.0,1.5
CCn1c(O)c(C=Nc2ccc(N3CCOCC3)cc2)c(=O)n(CC)c1=S,6.7,56.9*,0.1,0.8,8.0,27.4,-22.0,1.0,10.9,24.3,-15.7
c1ccc2sc(C3CCNCC3)nc2c1,-13.2,21.5,0.0,-0.7,10.6,22.9,-8.8,nt,-19.4,-4.5,-14.6
Cc1ccsc1C(=O)C1CCCN(Cc2cnc(N3CCOCC3)s2)C1 (configuration not stated),5.6,17.1,0.3,-0.4,11.0,12.1,3.7,-1.7,6.1,7.4,11.1
O=C(c1ccc(Cl)cc1)C1CCCN(Cc2cccc3cnccc23)C1 (configuration not stated),8.4,-5.3,1.2,1.0,72.6,20.9,-5.5,1.9,19.7,18.8,12.6
Nc1cncc(C(=O)O)c1,5.4&-10.2,-5.7&14.5,-0.1&0.9,-0.6&1.5,-7.9,-7.5&-7.4,-0.1&-4.6,0.2&3.9,21.5&-15.1,9.9&9.9,-0.6&5.1
CCC(=O)OC1(c2cccc(C)c2)CC(C)N(C)CC1C (configuration not stated),-4.1,-3.8,-0.5,0.6,5.7,-6.8,2.8,1.6,-9.8,15.2,3.8

# Entries of single compounds, looked up by structure. Order of values: TRPM1 prom inh	CF NFkB inh	aDG glyco act	iPSC survival up	Shn3 3UTR inh	TWEAK-Fn14 inh	KKLEB tox	NR2E3 ag-1	NR2E3 ag-2	HIF-2a block	Peg3 prom inh
# COc1ccc(C2NCc3ccccc3-n3cccc32)cc1 (configuration not stated) across the screens: -8.5	26.1	0.2	-0.3	3.7	-13.9	-18.3	1.6	3.1	-5.7	6.8
# O=C(c1ccc(Cl)cc1)C1CCCN(Cc2cccc3cnccc23)C1 (configuration not stated) across the screens: 8.4	-5.3	1.2	1.0	72.6	20.9	-5.5	1.9	19.7	18.8	12.6
# Cc1ccc2c(c1)N(N=O)CCC2 across the screens: -3.3	17.1	0.0	0.1	1.7	15.7	-8.7	-0.1	13.9	12.8	6.7
# Cc1ccsc1C(=O)C1CCCN(Cc2cnc(N3CCOCC3)s2)C1 (configuration not stated) across the screens: 5.6	17.1	0.3	-0.4	11.0	12.1	3.7	-1.7	6.1	7.4	11.1
# O=C(C1CC(c2ccc(Cl)c(Cl)c2)=NO1)N1CCC2(CC1)OCCO2 (configuration not stated) across the screens: -113.9	-7.2	0.2	-1.9	-68.4	-29.9	9.9	-1.3	-73.3	-217.0	-265.8

# (more compounds)
SMILES,TRPM1 prom inh,CF NFkB inh,aDG glyco act,iPSC survival up,Shn3 3UTR inh,TWEAK-Fn14 inh,KKLEB tox,NR2E3 ag-1,NR2E3 ag-2,HIF-2a block,Peg3 prom inh
S=C=Nc1cccc(C2(N3CCCCC3)CCCCC2)c1,75.0*,3.7,0.4,-3.2,-3.8,-3.2,-4.8,0.2,-12.1,-14.9,64.3*
O=C(c1ccc2c(c1)ncn2-c1ccc(F)cc1F)N1CCC2(CC1)OCCO2,1.0,-14.8,0.0,0.9,8.8,-0.7,0.3,2.5,-11.0,-49.5,-23.9
O=C1NC(=O)N(Cc2ccccc2)C(=O)/C1=C/N1CCCc2ccccc21,29.7,3.5,-0.4,1.1,-2.1,17.2,15.2,1.8,9.0,-6.1,-8.1
O=C(Cc1ccccc1)OCCN1CCOCC1,-4.1,-13.5,-0.2,0.6,-1.9,-24.8,11.2,-1.5,-6.7,11.5,16.9
CNCCCc1ccccc1,7.8,-10.4,-0.1,-1.1,-1.0,-20.2,5.9,0.8,29.4,30.8,1.0
COC(=O)c1c(C)[nH]c(C(=O)C(Cc2ccccc2)N(C)C)c1C (configuration not stated),-3.4,-6.9,0.1,-0.8,-3.9,-19.1,-16.9,-0.7,12.6,-67.8,-63.9
COc1ccc(N/N=C/c2c(O)n(-c3ccc(C)c(C)c3)c(=O)[nH]c2=O)cc1,-4.8,11.3,0.4,-0.5,3.9,2.1,0.9,0.6,1.3,11.3,0.9
CCc1nc2ccccc2c(=O)n1-c1ccc2ccccc2c1,1.0,0.0,-0.1,-2.6,14.9,16.0,-5.8,-3.9,5.2,18.7,15.5
CC(C(N)=O)N1CC(c2ccccc2)CC1=O (configuration not stated),15.0,0.6,0.0,-0.5,-2.6,9.1,4.1,1.8,-3.0,18.7,8.0
CN1CC(C(=O)c2ccccc2)C(c2ccccc2)C1 (configuration not stated),-11.3,4.1,0.0,0.0,0.7,-18.9,4.1,-2.9,-22.6,19.8,5.8
O=c1c2ccccc2nc(CSc2ncnc3nc[nH]c23)n1-c1ccccc1,11.6,17.7,0.1,-2.6,63.3,13.8,-9.2,0.5,14.9,23.1,8.4
O=C1/C(=C/c2ccccc2Cl)N2CCC1CC2,-0.9,3.8,0.2,0.9,-12.0,-2.6,0.7,2.9,5.3,5.7,6.3
C#CC[N+]1(C)C2CCC1CC(O)C2 (configuration not stated),-8.6,-24.8,0.1,1.2,1.4,16.3,4.3,5.4,-22.1,11.7,8.8
Cc1[nH]c2ccccc2c1CCNCc1cccnc1,-2.6,-11.5,0.8,0.0,-24.6,2.1,2.8,-2.5,-31.7,16.2,-5.8
O=C(c1cc2ccccn2n1)N1CCC2(CC1)OCCO2,-3.4,8.5,-0.1,-0.7,-21.9,-0.2,10.9,1.1,-38.3,-16.3,-7.4
Fc1ccccc1CN1CCN(c2ccc(Cl)cc2)CC1,-3.9,-15.8,0.0,0.8,5.7,-13.9,4.1,0.2,1.8,-11.6,-9.5
CCc1cc(=O)oc2c(C)c(OCC(=O)N3C[C@H]4C[C@@H](C3)c3cccc(=O)n3C4)ccc12,6.9,17.2,0.1,-1.2,-5.5,-6.9,-5.4,0.0,-4.7,11.9,-1.5
CC1([N+](=O)[O-])COP(=O)(Nc2cccc(Cl)c2)OC1 (configuration not stated),-0.5,32.1,0.4,0.2,1.0,19.5,-18.6,nt,-2.1,14.2,4.3
CCCCn1c(=O)c(C(=O)NCCc2ccccc2)c(O)c2ccccc21,22.0,-6.4,0.2,-0.3,-52.0,1.3,-8.2,1.1,-12.2,25.8,26.2
CCOC(=O)C1=C(NC(=S)NC(=O)c2ccccc2)c2ccccc2CC12CCCC2,1.7,15.9,-0.7,-2.0,49.9,7.4,-1.4,nt,29.6,0.1,50.1*
Cc1cccc(NC2=NCCCS2)c1C,5.1,5.8,0.1,-0.1,10.1,-2.3,0.5,3.6,-14.3,2.0,21.1
COC(=O)C(O)(c1ccc(NC(=O)c2cccs2)c(C)c1)C(F)(F)F (configuration not stated),7.0,-2.3,-0.1,1.9,5.0,-19.1,5.5,1.1,-17.9,11.5,-15.6
COC(=O)C1=C(c2cccc(OCc3ccccc3)c2)C[C@@H]2CC[C@H]1N2C(=O)NCc1ccc([N+](=O)[O-])cc1,5.0,12.9,0.5,1.4,28.5,27.0,-15.3,3.1,-8.8,12.3,18.4
COc1ccc(OC)c(N2C(=O)NC(=O)C3(Cc4cc(C)ccc4N(C)C3)C2=O)c1 (configuration not stated),6.7,3.9,0.0,-3.7,6.9,0.6,8.6,0.9,-9.7,20.2,17.8
CN1CCN(Cc2cn3cccnc3n2)CC1,-11.2,16.4,0.0,-2.1,-5.5,-11.2,-3.4,0.3,-7.1,21.9,-8.9
O=c1c2ccccc2nc(-c2ccccc2)n1-c1ccccc1O,4.0,-3.8,-0.2,1.0,5.5,1.9,-5.9,2.2,-3.6,10.8,7.2
CC(C)c1ccc(-n2c(O)c(C=NCCN3CCNCC3)c(=O)[nH]c2=S)cc1,-8.1,17.5,0.0,-0.7,-3.6,2.6,-1.4,4.0,18.5,-19.9,-6.4
O=C(Cc1ccccc1)Oc1ccc([N+](=O)[O-])cc1,14.6,-9.9,-0.2,-0.3,6.7,18.4,-1.8,1.9,8.1,14.6,15.7
C=CCNC(=S)N1Cc2ccccc2-n2nncc2C1,nt,-24.8,-0.1,1.6,6.3,-18.8,13.7,nt,-19.4,-4.7,11.7
COC(=O)C1=C(c2cccc(OCc3ccccc3)c2)C[C@@H]2CC[C@H]1N2C(=O)NCc1ccccc1OC,5.6,-1.7,0.4,-2.4,14.1,18.6,0.7,6.4,23.6,17.4,7.3
COc1cccc(N2C(=O)NC(=O)/C(=C/c3ccc([N+](=O)[O-])s3)C2=O)c1,-1.2,-0.7,0.3,-0.1,nt,-1.4,10.7,1.3,-21.3,14.5,1.5
Cc1ccc(S(=O)(=O)Oc2ccccc2C=C2C(=O)NC(=O)NC2=O)cc1,nt,10.8,0.4,0.2,20.7,-22.0,-2.8,nt,-29.7,-20.4,-32.7
O=C(c1ccccc1)C1NC1c1ccccc1 (configuration not stated),-16.7,6.6,0.0,-0.6,-9.2,-13.6,-2.3,0.1,-17.3,-141.0,-69.8
CCN(CC)c1ccccc1,-0.2,4.3,0.1,-1.1,-9.4,8.9,15.7,1.4,-19.7,11.7,-12.3
CCc1ccc(N2C(=O)NC(=O)/C(=C/c3cccn3CCOc3ccc(C)cc3)C2=O)cc1,4.6,-27.1,-0.2,-0.8,-19.8,0.0,11.4,-5.7,-42.1,3.8,-18.9
CCN(CC)CCCN=C(C)c1c(O)n(-c2ccc(C)cc2)c(=O)[nH]c1=O,-9.8,0.6,-0.1,1.7,-30.7,4.5,3.1,0.4,6.5,-9.0,6.7
COC1=CC2[C@@H]3Cc4ccc(OC)c(O)c4[C@]2(CCN3C)CC1=O (some centres not stated),1.7,2.6,-0.1,-0.7,-8.9,13.3,3.6,nt,-48.9,10.2,-6.0
